Source: PubChem (several laboratories)
HCT116 bCat-KO: primary screen for growth suppressors in beta-catenin knockout HCT116 cells (colon tumor, human); HCT116 beta-catenin knockout viability, CellTiter-Glo, 60 h; active compounds read low; viability, % at 10 µM; hit rate 1.5% among 140,000; AID 818, 2007;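 active = viability at or under a set limit, the compound median less 4 SD, cut at about 6% in these data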;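 also: 0% = Hyamine 1622 control at 20 µM and 100% = untreated cell control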
GALR2 antag: GALR2 antagonists in receptor-expressing cells, primary screen; Galanin receptor type 2 (Homo sapiens), O43603; antagonist mode; inhibition, % at 4 µM; hit rate 0.39% among 140,000; in the data active = inhibition above about 27%;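 also: cells stimulated with galanin 1-16 at roughly its EC80; 0% = agonist challenge control and 100% = basal control without agonist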
Target sequence (O43603 whole entry, looked up): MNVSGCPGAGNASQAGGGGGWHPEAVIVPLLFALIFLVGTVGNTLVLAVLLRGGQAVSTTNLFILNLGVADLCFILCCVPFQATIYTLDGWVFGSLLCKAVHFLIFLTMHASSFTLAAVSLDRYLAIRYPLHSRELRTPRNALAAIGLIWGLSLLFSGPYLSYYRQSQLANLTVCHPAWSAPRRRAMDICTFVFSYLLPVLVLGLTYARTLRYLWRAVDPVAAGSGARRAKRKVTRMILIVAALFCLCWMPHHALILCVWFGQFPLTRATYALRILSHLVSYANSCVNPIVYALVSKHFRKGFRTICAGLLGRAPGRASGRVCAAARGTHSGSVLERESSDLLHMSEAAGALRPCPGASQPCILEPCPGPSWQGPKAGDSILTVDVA
Yeast growth inh: growth inhibitors of yeast BB579 in restrictive medium, primary screen, yeast lifespan-shortening project, S. cerevisiae | OD615, 48 h | AID 804, 2007 | inhibition, % at 10 µM | hit rate 0.51% among 140,000;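 active = inhibition above a set limit, 3 SD over the mean compound inhibition, cut at about 44% in these data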; also: inactives centre near -24
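controls = amphotericin B 10 µg/mL, positive | assay system = DeaD yeast strain BB579 | schedule = 48 h compound exposure at 30 °C after 4 h preincubation | detection = OD615 turbidity measurement | medium = restrictive CSMM-D medium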
Measles CPE: compounds protecting cells from measles virus cytopathic effect, primary screen, measles RdRp inhibitor project, single point, MLSMR library, absorbance | Measles virus-infected cells, CPE protection | protection (pct of control), % at 4 µM | hit rate 1.5% among 140,000 | AID 841, 2007; in the data active = protection mostly above about 24%, no sharp cut-off; inactive = mostly below about 26%; also: some compounds called inactive have numbers as strong as hits
Phagocyt inh: inhibitors of macrophage phagocytosis, primary screen, imaging, J774A.1 cells, IgG beads; J774A.1 macrophage IgG-bead phagocytosis; inhibition, % at 5 µM; hit rate 0.07% among 110,000;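 active = inhibition above the mean of the plate negative controls plus 5 SD, cut at about 13% in these data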;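 also: phagocytic index as fraction of beads internalized from green versus red external bead signal; plate controls were DMSO negative control for no effect and cytochalasin-D positive control for full effect; some results beyond the cut were filed as inactive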
MRP1 act: H69AR viability gain despite doxorubicin, primary screen, MRP-1 activator project, H69AR cells, CellTiter-Glo; viability rescue; viability increase, % at 10 µM; hit rate 0.61% among 140,000;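 active = viability gain under doxorubicin at or above a set limit, the compound median plus 3 SD, cut at about 4.7% in these data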;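 also: MRP-1 overexpressing cells given doxorubicin 25 µM after compound pretreatment; 18-22 h compound pretreatment then 72 h with doxorubicin before readout; 0% = doxorubicin-only wells and 100% = vehicle-treated cells without doxorubicin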
NPY Y2 blocker: NPY-Y2 receptor antagonists, primary screen, cell-based; hit rate 0.99% among 140,000; inhibition, % at 2.7 µM; NPY-Y2 expressing cells, antagonist mode; Neuropeptide Y receptor type 2 (Homo sapiens), P49146; in the data active = inhibition above about 17%;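 also: 0% = vehicle with agonist challenge and 100% = reference antagonist with challenge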
Target sequence (P49146 whole entry, looked up): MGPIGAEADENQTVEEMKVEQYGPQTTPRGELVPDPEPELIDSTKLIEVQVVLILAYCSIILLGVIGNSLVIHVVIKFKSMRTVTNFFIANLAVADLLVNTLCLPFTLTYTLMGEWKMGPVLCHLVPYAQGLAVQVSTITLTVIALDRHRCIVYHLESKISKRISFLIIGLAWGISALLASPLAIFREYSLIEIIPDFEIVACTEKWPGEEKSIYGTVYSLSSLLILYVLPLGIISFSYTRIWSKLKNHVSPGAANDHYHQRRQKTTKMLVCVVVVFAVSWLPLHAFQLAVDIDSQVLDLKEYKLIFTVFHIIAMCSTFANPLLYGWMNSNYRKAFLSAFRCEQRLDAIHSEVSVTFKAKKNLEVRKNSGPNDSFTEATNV
E-sel TNF inh: E-selectin induction blockers in HUVEC – imaging, immunofluorescence, high content, primary screen | HUVEC TNFa-induced E-selectin immunofluorescence | inhibition, % at 2 µM | hit rate 0.71% among 120,000 | AID 1246, 2008;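 active = inhibition above the batch mean plus 3 SD, and confirmed as a hit on visual image review, cut at about 43% in these data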;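 also: 0% = TNF-stimulated DMSO wells and 100% = unstimulated control wells; not every result past the cut was called active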
PTEN del growth: growth suppression of PTEN-null HCT116, primary screen, cell-based, CellTiter-Glo; HCT116 PTEN-null viability, 60 h; active compounds read low; viability, % at 10 µM; hit rate 1.2% among 140,000; AID 827, 2007;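 active = viability at or below a set limit, 4 SD under the median of all tested compounds, cut at about 3.7% in these data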;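 also: PTEN knockout HCT116 line with beta catenin targeted HCT116 as companion control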
Yeast lifespan up: compounds extending yeast replicative lifespan, primary screen, S. cerevisiae, OD615. hit rate 0.68% among 130,000. S. cerevisiae growth with nicotinamide; deaD strain in restrictive glucose medium. AID 775, 2007. inhibition of the nicotinamide effect, % at 10 µM;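 active = inhibition above a set limit, placed 3 SD over the median of all compounds, cut at about 26% in these data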;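 also: 0% = nicotinamide-treated wells and 100% = cells grown without nicotinamide; some compounds called inactive have numbers as strong as hits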
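Test system: DeaD-strain S. cerevisiae / Buffer or medium: restrictive glucose medium / Also added: nicotinamide 1.5 mM / Doses: one concentration, 10 µM, DMSO 0.25% / Schedule: 48 h at 30 °C / Signal: OD615 measurement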
The depositor's hits bear a star; x = not tested or not shown; [ ] = another dose, or the depositor's remark. Outcome played no part in choosing rows. About 6.4% of those tested had a hit in this group.

Below each compound: HCT116 bCat-KO	GALR2 antag	Yeast growth inh	Measles CPE	Phagocyt inh	MRP1 act	NPY Y2 blocker	E-sel TNF inh	PTEN del growth	Yeast lifespan up
1	COc1cc(-c2nc(-c3ccc(NC(=O)c4ccc(Br)o4)cc3)no2)cc(OC)c1OC
 : 24	-20	-47	5	1	-2.4	1	-15	19	-14
2	CCC(C)NC(=S)N(CCc1ccccc1)Cc1cc2cc(OC)c(OC)cc2[nH]c1=O (stereo unspecified)
 : 86	-4	-30	16	-9	-4.2	8	7	71	-1
3	Cc1c(C(=O)OC2CCCC2C)[nH]c2c1C(=O)CCC2 (stereo unspecified)
 : 79	10	13	9	1	0.2	2	34	80	-6
4	Cc1c(Br)c([N+](=O)[O-])nn1C(C)C(=O)NCc1cccnc1 (stereo unspecified)
 : 95	-18	-25	22	0	-0.3	2	20	100	-9
5	O=C(N/N=C/c1ccccn1)c1cc(-c2ccc3ccccc3c2)n[nH]1
 : 19	0	-38	5	-8	7.5*	1	x	13	1
6	O=C1C(Cl)=C(NC2CCCCC2)C(=O)N1c1ccc(Cl)cc1
 : 89	6	-39	4	-2	-0.5	7	10	90	4
7	Cc1occc1-c1nnc(SCC(=O)NC(=O)NC(C)C)n1N
 : 93	1	-9	34	1	0.3	0	-6	104	-7
8	COc1cc(OC)cc(C(=O)NC2CCSC2=O)c1 (stereo unspecified)
 : 99	4	-14	5	-1	1.7	0	31	107	12
9	COCCNC(=O)CSc1nc2ccccc2c(=O)n1CCCC(=O)NCc1ccccc1
 : 102	1	-80	9	-1	-1.4	2	x	107	-12
10	CSc1nnc(C2CCCN2)n1C (stereo unspecified)
 : 100	5	-20	4	1	-1.2	1	x	96	-3
11	O=C(CC1SC2=NCCN2C1=O)Nc1ccc(Br)cc1 (stereo unspecified)
 : 87	10	-22	8	x	-1.3	0	-3	92	-7
12	CCN1CCN(Cc2nc3c(c(=O)n(C)c(=O)n3C)n2CC(=O)c2ccccc2)CC1
 : 92	-1	-39	9	-1	-0.8	1	x	100	-1
13	CC(C)(O[C@@H]1O[C@H](CO)[C@@H](O)[C@H](O)[C@H]1O)[C@H]1Cc2cc3ccc(=O)oc3cc2O1
 : 102	2	-18	13	x	-1.8	2	x	95	-2
14	Cc1ccc(S(=O)(=O)n2cnc3cc([N+](=O)[O-])ccc32)c(C)c1C
 : 97	16	-22	21	-3	-1.7	2	29	100	-4
15	COc1cc(S(=O)(=O)N(Cc2ccccc2)Cc2ccccn2)ccc1-n1cnnn1
 : 94	-8	-16	2	x	-5.3	0	20	105	x
16	CCC(C)(C)n1nnnc1C(c1cc2cccc(C)c2[nH]c1=O)N1CCN(C(=O)c2ccco2)CC1 (stereo unspecified)
 : 89	-3	-2	1	-1	-1.1	-2	7	81	0
17	CCOc1ccc(S(=O)(=O)N(C(=O)c2ccco2)c2cc3sc(=O)oc3c3ccccc23)cc1
 : 51	10	-41	5	0	-4.1	1	x	53	3
18	CCCCCCCn1ccc(=N)cc1
 : 15	-6	-37	7	-1	-5.6	0	4	18	1
19	O=C(Cc1ccccc1)NCc1ccc(F)cc1
 : 94	-3	-22	10	-4	-3.5	1	-19	88	0
20	COc1ccc2c(-c3cc4ccc(OCc5ccc(F)cc5)cc4oc3=O)cc(=O)oc2c1
 : 54	-5	-24	2	-7	-2.6	3	x	57	-2
21	COc1ccc(S(=O)(=O)N2CCN(Cc3ccc4c(c3)OCO4)CC2)c2ccccc12
 : 87	7	-28	18	0	-0.9	0	-26	90	-16
22	Cn1c(C(=O)NCc2ccccn2)cc2c(=O)n(C)c3ccccc3c21
 : 81	14	-7	6	0	-4.1	-7	0	78	-5
23	O=S(=O)(Nc1cccc2nsnc12)c1ccccc1
 : 91	15	14	10	0	-1.4	2	0	100	8
24	Cc1ccc(-n2cc(-c3ccccc3)c3c(=O)[nH]cnc32)cc1
 : 48	-3	-65	11	-5	-0.1	2	-7	58	-7
25	CN(Cc1ccccc1)S(=O)(=O)c1ccc(NC(=S)NC(=O)C(C)(C)C)cc1
 : 86	1	-16	17	-5	-3.6	15	-16	90	9
26	COc1ccc(OC)c(C2=NOC(C(=O)Nc3cccnc3)C2)c1 (stereo unspecified)
 : 100	-11	-2	0	-1	1.0	1	0	94	-23
27	CCOC(=O)c1ccccc1NC1c2ccccc2C(=O)N1C1CCN(C(=O)OCC)CC1 (stereo unspecified)
 : 67	5	-24	2	0	-4.9	7	x	73	-6
28	O=C(N/N=C/c1c[nH]c2ccccc12)c1ccncc1
 : 86	12	-32	25	1	-1.5	1	19	96	3
29	CCOC(=O)C1=C(O)C(=O)N(c2ccc(S(N)(=O)=O)cc2)C1c1ccc(OC)cc1OC (stereo unspecified)
 : 102	-10	-60	8	0	0.1	-3	30	114	-2
30	Cc1cccc(OCC(=O)NNc2c3ccccc3nc3ccccc23)c1
 : 51	4	5	2	x	-0.3	-2	-63	41	-1
31	Cc1ccc(S(=O)(=O)N/N=C/c2ccc(OC3CSC3)cc2)cc1
 : 72	1	-28	0	x	-2.5	3	36	79	-20
32	COC(=O)c1c(C#N)c(N)nc2c1CCC2
 : 105	1	7	8	2	-3.4	-1	7	95	-24
33	COc1ccc(NC(=O)CSc2nc3[nH]ncc3c(=O)n2-c2ccccc2C)cc1OC
 : 90	2	-13	15	-1	-0.5	1	0	89	-4
34	CC(=O)c1ccc(OC2OCCOC2Oc2ccc(C(C)=O)cc2)cc1 (stereo unspecified)
 : 90	9	-56	6	-7	-2.9	4	9	88	1
35	N#CC12CCCCC1CC1CCCCC1(C#N)N2Cc1ccccn1 (stereo unspecified)
 : 85	5	-40	4	2	-2.4	3	x	85	2
36	O=C(O)CCc1ccc(-c2cccs2)n1NC(=O)c1ccco1
 : 106	-13	-47	0	-2	0.8	7	21	105	-1
37	CCCC12CN3CCN(CC(C3)/C1=N\NC(=O)c1ccc(C(C)(C)C)cc1)C2
 : 95	3	-27	7	-3	-0.9	6	x	87	0
38	CN(C)CCCCNCCCNC(=O)/C=N\O
 : 89	-11	2	27	54*[artifact]	1.4	3	4	96	1
39	CN(CC(=O)O)S(=O)(=O)c1cccs1
 : 118	8	-24	15	2	-2.0	3	x	97	-12
40	CCOc1ccc2[nH]c(=O)c(CN(CCc3ccccc3)C(=O)N3CCCC3)cc2c1
 : 70	0	-26	12	x	-4.3	2	12	66	-20
41	CCc1ccccc1OCCCCN1CCCC1
 : 92	0	-23	9	0	-2.6	7	2	90	2
42	C=CCn1c(-c2c[nH]c3ccccc23)n[nH]c1=S
 : 95	10	-32	25	x	-1.1	4	32	105	-1
43	O=C(CCCOc1ccccc1)N1CCc2ccccc2C1
 : 87	0	-65	1	0	0.7	7	-7	101	-5
44	COc1cc(C2NC(=O)C(C#N)=C(S)N2c2ccccc2)ccc1OC(C)C (stereo unspecified)
 : 80	0	-22	10	x	-5.5	0	0	92	x
45	OC1(c2cccc(C(F)(F)F)c2)CCN(c2ncnc3c2[nH]c2ccccc23)CC1
 : 1.2*	10	-5	2	x	-2.6	1	x	1.3*	-15
46	COC(=O)C1=C(C)NC(c2c(O)ccc3ccccc23)C(C(=O)OC)=C1C (stereo unspecified)
 : 72	-1	-3	1	-3	-4.5	3	-7	64	-8
47	CCOC(=O)N1CCN(C(=O)c2ccc(N3CCCC3=O)cc2)CC1
 : 95	-7	-10	8	0	0.6	4	26	108	1
48	Cc1ccc(-c2ccc(=O)n(CC(=O)NCCN3C(C)CCCC3C)n2)cc1 (stereo unspecified)
 : 88	9	11	10	x	-2.9	0	4	87	-8
49	O=C(CSC1=NCCS1)N1CCCC1
 : 96	5	-9	5	-1	0.2	7	-11	110	-6
50	COc1ccc(CCNC(=O)c2oc3ccc(S(=O)(=O)N4CCOCC4)cc3c2C)cc1OC
 : 88	-8	-26	17	x	-3.8	0	15	81	-7

Next entries follow:
Below each compound: HCT116 bCat-KO	GALR2 antag	Yeast growth inh	Measles CPE	Phagocyt inh	MRP1 act	NPY Y2 blocker	E-sel TNF inh	PTEN del growth	Yeast lifespan up
51	Cc1ccccc1-n1nc(-c2ccc(N)cc2)cc1N
 : 94	-7	8	8	-2	-2.7	1	-3	101	-2
52	COc1ccccc1CNC(=O)CCCNS(=O)(=O)c1cccc2nsnc12
 : 93	-7	-11	35	x	-1.5	5	x	93	-5
53	CCOC(=O)N1CCC(n2c(SCC(=O)c3ccccc3)nc3ccsc3c2=O)CC1
 : 86	1	-19	3	1	-1.4	1	-35	86	-21
54	O=C(COC(=O)c1cc[n+]([O-])cc1)NCC12CC3CC(CC(C3)C1)C2
 : 100	-23	2	5	-1	-2.7	1	16	96	-10
55	CC(=O)OC12CC3CC(C1)C(=NO)C(C3)C2
 : 100	1	-10	13	-2	1.4	2	-11	103	-5
56	OCCCNc1nc(-c2ccc(Cl)cc2)nnc1-c1ccccc1
 : 91	8	-21	7	-1	-2.0	1	-11	87	0

Structural class: the compounds so far with an NH in an aromatic ring (ten)
Below each compound: HCT116 bCat-KO	GALR2 antag	Yeast growth inh	Measles CPE	Phagocyt inh	MRP1 act	NPY Y2 blocker	E-sel TNF inh	PTEN del growth	Yeast lifespan up
2	CCC(C)NC(=S)N(CCc1ccccc1)Cc1cc2cc(OC)c(OC)cc2[nH]c1=O (stereo unspecified)
 : 86	-4	-30	16	-9	-4.2	8	7	71	-1
3	Cc1c(C(=O)OC2CCCC2C)[nH]c2c1C(=O)CCC2 (stereo unspecified)
 : 79	10	13	9	1	0.2	2	34	80	-6
5	O=C(N/N=C/c1ccccn1)c1cc(-c2ccc3ccccc3c2)n[nH]1
 : 19	0	-38	5	-8	7.5*	1	x	13	1
16	CCC(C)(C)n1nnnc1C(c1cc2cccc(C)c2[nH]c1=O)N1CCN(C(=O)c2ccco2)CC1 (stereo unspecified)
 : 89	-3	-2	1	-1	-1.1	-2	7	81	0
24	Cc1ccc(-n2cc(-c3ccccc3)c3c(=O)[nH]cnc32)cc1
 : 48	-3	-65	11	-5	-0.1	2	-7	58	-7
28	O=C(N/N=C/c1c[nH]c2ccccc12)c1ccncc1
 : 86	12	-32	25	1	-1.5	1	19	96	3
33	COc1ccc(NC(=O)CSc2nc3[nH]ncc3c(=O)n2-c2ccccc2C)cc1OC
 : 90	2	-13	15	-1	-0.5	1	0	89	-4
40	CCOc1ccc2[nH]c(=O)c(CN(CCc3ccccc3)C(=O)N3CCCC3)cc2c1
 : 70	0	-26	12	x	-4.3	2	12	66	-20
42	C=CCn1c(-c2c[nH]c3ccccc23)n[nH]c1=S
 : 95	10	-32	25	x	-1.1	4	32	105	-1
45	OC1(c2cccc(C(F)(F)F)c2)CCN(c2ncnc3c2[nH]c2ccccc23)CC1
 : 1.2*	10	-5	2	x	-2.6	1	x	1.3*	-15
